Bioassay records: PubChem, several laboratories
JMJD2C inh = blocks human GASC-1 demethylase activity; Q9H3R0; GST-JMJD2C(1-420) H3K9me3 demethylation, DELFIA europium; inhibition, % at 2.35 µM; 330,000 tested, 0.069% active; AID 2099;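 active means more than half of a compound's replicate wells show inhibition beyond 50%, single wells judged on their own value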;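 further: signal counts dimethyl H3K9 product captured on neutravidin plate; 0% = median of DMSO wells and 100% = 0.3 times that DMSO median; strong numbers were not always called active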
Target sequence (Q9H3R0 1-420 limits assumed): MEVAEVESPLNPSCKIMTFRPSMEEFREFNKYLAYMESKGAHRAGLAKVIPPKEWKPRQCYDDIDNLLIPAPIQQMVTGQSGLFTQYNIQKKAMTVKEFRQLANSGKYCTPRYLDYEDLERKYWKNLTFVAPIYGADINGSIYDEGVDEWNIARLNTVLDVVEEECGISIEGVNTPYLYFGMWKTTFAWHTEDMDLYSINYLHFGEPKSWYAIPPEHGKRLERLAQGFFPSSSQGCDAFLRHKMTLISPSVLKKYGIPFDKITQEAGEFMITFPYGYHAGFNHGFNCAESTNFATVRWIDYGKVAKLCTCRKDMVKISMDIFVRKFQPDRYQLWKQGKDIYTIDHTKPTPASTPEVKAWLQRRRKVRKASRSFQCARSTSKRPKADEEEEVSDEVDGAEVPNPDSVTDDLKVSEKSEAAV
HCV core dimer = HCV core protein dimerization inhibition; TR-FRET GST/Flag-core106 dimerization, 1536-well; inhibition, % at 5 µM; 300,000 tested, 0.33% active; AID 1899;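 active means inhibition above the mean of all tested compounds plus 3 SD, set per screening campaign, cut at about 45% in these data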
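Material: Tagged HCV core106 pair (GST and Flag) | Amount: GST-core106 13.5 nM, Flag-core106 17 nM | Medium: KF-containing HEPES buffer, pH 7.45, DTT, CHAPS, BSA | Reagent: Eu donor and XL665 acceptor anti-tag antibodies | Schedule: 4 h at 22.5 °C | Technique: Time-resolved FRET, ex 340 nm, em 617 and 671 nm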
proCasp3 act = procaspase-3 (human) activation; recombinant procaspase-3 D3A, Ac-DEVD-pNA absorbance 405 nm; activation, % at 8.5 µM; 330,000 tested, 0.11% active;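 active means activation above the mean of all tested compounds plus 3 SD, cut at about 21% in these data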;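 further: 0% = DMSO alone and 100% = DMSO wells spiked with extra 5 µM PC-3 D3A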
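Assay system: Procaspase-3 D3A mutant, all three cleavage aspartates alanine. Buffer or medium: Zinc-free HEPES saline buffer with Triton X-100. Times: 1 h compound preincubation, 2 h substrate hydrolysis at 25 °C. Measured by: 405 nm absorbance of p-nitroaniline, reads at 0 and 120 min. Read-out basis: percent activation relative to control range. Replicates: singlicate.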
PP5 inh = inhibitors of human protein phosphatase 5 (PP5); P53041; inhibition, % at 6.7 µM; purified PP5c, OMFP substrate fluorescence; 320,000 tested, 0.18% active; AID 1987;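 active means inhibition above the campaign's mean inhibition across all tested compounds plus 3 SD, cut at about 9.5% in these data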;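 further: 0% = DMSO only and 100% = 100 µM cantharidin control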
Target sequence (P53041 whole entry, looked up): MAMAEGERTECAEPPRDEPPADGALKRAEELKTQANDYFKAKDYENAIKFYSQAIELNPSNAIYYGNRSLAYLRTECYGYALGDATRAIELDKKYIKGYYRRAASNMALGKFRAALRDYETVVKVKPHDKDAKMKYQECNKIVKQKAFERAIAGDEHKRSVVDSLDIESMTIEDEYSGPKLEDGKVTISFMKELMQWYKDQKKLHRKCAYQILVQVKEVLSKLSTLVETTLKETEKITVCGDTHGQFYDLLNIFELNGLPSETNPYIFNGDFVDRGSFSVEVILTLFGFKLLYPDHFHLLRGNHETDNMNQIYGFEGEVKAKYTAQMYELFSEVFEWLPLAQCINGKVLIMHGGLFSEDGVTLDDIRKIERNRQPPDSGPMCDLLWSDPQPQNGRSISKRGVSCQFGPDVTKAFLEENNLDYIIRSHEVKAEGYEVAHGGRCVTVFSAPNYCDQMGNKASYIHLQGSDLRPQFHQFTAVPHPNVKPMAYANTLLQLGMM
PP1 inh = PP1-alpha (human) inhibition in PP5 counter-screen | AID 2235 | inhibition, % at 6.7 µM | 320,000 tested, 0.9% active | purified PP1alpha, OMFP fluorescence | P62136;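 active means inhibition above the mean inhibition of all tested compounds plus 3 SD, computed separately for each screening campaign, cut at about 15% in these data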
TPT1 inh = C. albicans TPT1 enzyme inhibition | recombinant caTPT1, FP RNA substrate dephosphorylation | inhibition, % at 5 µM | 300,000 tested, 0.81% active;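 active means inhibition above the mean of all tested compounds plus 3 SD, set per screening campaign, cut at about 24% in these data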;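 further: plate controls were DMSO alone for no effect and ferristatin control at 100 nM for full effect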
procasp7 counter = activates human procaspase-7, counter-screen for procaspase-3 activators; P55210; 330,000 tested, 0.093% active; activation, % at 8.5 µM; AID 463210; recombinant procaspase-7, Ac-DEVD-pNA absorbance 405 nm; D23A/D198A/D206A triple mutant, cannot self-cleave; scale: DMSO 0, 5 µM enzyme 100;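 active means percent activation above the screen-wide mean plus 3 SD, cut at about 25% in these data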
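Assay system: Uncleavable procaspase-7 mutant enzyme / Input: 2 µM procaspase-7 mutant as dispensed / Dosing: single nominal 8.5 µM compound dose, 0.8% DMSO final / Timing: 1 h enzyme–compound preincubation and 2 h substrate reaction, both 25 °C / Detection: p-Nitroaniline absorbance at 405 nm, read at 0 and 120 min / Replication: singlicate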
Efflux pump inh = inhibitors of Candida antifungal efflux pumps expressed in yeast. S. cerevisiae Candida pump triplex, Nile Red efflux. inhibition, % at 10 µM. 330,000 tested, 0.44% active;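 active means plate passing quality check with inhibition over a set limit, or well fluorescence over plate mean plus 4 SD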;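 further: Nile Red retained in pooled yeast measured as flow cytometry median fluorescence; 0% = buffer negative control and 100% = Enniatin B positive control; higher means more Nile Red kept so more efflux inhibition; some compounds called inactive have numbers as strong as hits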
CTSL1 counter = counter-screen for PFM18AAP inhibitors: inhibitors of F. hepatica cathepsin L1; 300,000 tested, 0.49% active; recombinant F. hepatica cathepsin L1, Z-Leu-Arg-MCA fluorescence; inhibition, % at 5.96 µM;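 active means inhibition above the mean of all tested compounds plus 3 SD, set per screening campaign, cut at about 17% in these data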;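 further: 0% = plate median of test compound wells and 100% = 1 µM Z-Phe-Ala-diazomethylketone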
* marks the source's active call; other numbers are inactive results; x = no result given; & = joins results of further samples.

SMILES | JMJD2C inh | HCV core dimer | proCasp3 act | PP5 inh | PP1 inh | TPT1 inh | procasp7 counter | Efflux pump inh | CTSL1 counter
COC(=O)c1ccc(COC(=O)c2ccccn2)cc1 | 14 | 3 | -7 | 0.5 | 0 | -5 | 13 | 0.1 | -5
CC(OC(=O)CNC(=O)c1ccc(Cl)cc1)C(=O)NC1CCCCC1C (stereo unspecified) | -20 | -3 | -2 | 1.1 | -3 | -2 | 2 | 0.2 | 9
CCCC(CCC)c1nnc(NC(=O)c2ccco2)s1 | 12 | 3 | 2 | 3.4 | -4 | 2 | 6 | 0.3 | 0
Cc1cc(NC(=O)CN2C(=O)NC(CC(C)C)C2=O)no1 (stereo unspecified) | -3 | x | 3 | x | x | x | 8 | 0.2 | x
COc1ccccc1N1CCN(C(=O)c2ccc3[nH]c4c(c3c2)CC(C)CC4)CC1 (stereo unspecified) | -1 | 14 | -1 | 7.1 | 0 | -2 | -4 | -0.1 | 3
O=C(COc1ncnc2ccccc12)c1ccc2c(c1)OCCO2 | -10 | -1 | -2 | 3.0 | 3 | -1 | -2 | 0.1 | 9
CCN(CC)CCn1c(=S)[nH]c2ccc(Cl)cc2c1=O | -7 | -1 | -7 | 1.6 | -1 | -1 | -9 | -0.1 | -2
FC(F)(F)c1nnc2ccc(N3CCCC3)nn12 | 3 | -2 | 3 | -0.8 | -1 | 1 | 4 | 0.1 | -1
Cc1ccc(OCC(O)CN2C(=O)NC(C)(C)C2=O)c(C)c1 (stereo unspecified) | 7 | 3 | 1 | -0.8 | -1 | -3 | 0 | -0.2 | -4
CCCc1n[nH]c2c1/C(=N/O)CC(c1ccccc1)C2 (stereo unspecified) | 1 | -5 | -8 | 2.2 | 0 | 1 | 10 | 0.0 | 14
COc1cc(/C=C/c2nc(-c3ccccc3O)n[nH]2)cc(OC)c1OC | -6 | -5 | -1 | 4.5 | 5 | 2 | -47 | -0.2 | 1
Cc1cccc(NC(=O)C2CCN(S(=O)(=O)c3ccc4ccccc4c3)CC2)n1 | -3 | 6 | 0 | 2.6 | -1 | 1 | 9 | 0.1 | -1
Cc1cc(C)n(C(=O)c2ccncc2)n1 | 10 | -3 | 7 | 0.1 | -5 | -2 | -3 | 0.0 | -4
O=C(Cn1ccc2ccccc2c1=O)NCCC(=O)Nc1cccc(Cl)c1 | 15 | 10 | -4 | 2.9 | -4 | -3 | -7 | -0.2 | -1
COc1ccc(N2CCN(S(=O)(=O)c3cc(Br)cnc3N)CC2)cc1 | -11 | 7 | -4 | 1.8 | -5 | 0 | -9 | 0.0 | 1
COC(=O)[C@H](CC(C)C)NS(=O)(=O)N(Cc1ccccc1)[C@@H](CC(C)C)C(=O)OC | 7 | x | 4 | 4.1 | 6 | x | 7 | 0.0 | x
CC(C)NC(=O)C(c1ccc(F)cc1)N(C(=O)CCC(=O)Nc1ccccn1)C1CCCCC1 (stereo unspecified) | 11 | 4 | -3 | 3.9 | -4 | -1 | -2 | 0.0 | -2
O=C(COC(=O)c1cccc(F)c1)Nc1ccc2c(c1)OCCO2 | 4 | x | 1 | 1.8 | -6 | x | 17 | 0.1 | x
CC(C)Cn1c(SCC(=O)O)nnc1-c1cccc(S(=O)(=O)N2CCOCC2)c1 | -4 | x | -9 | x | x | x | 8 | -0.1 | x
O=C(c1cc(COc2ccc(F)cc2F)on1)N1CCSCC1 | -3 | -4 | 13 | 1.9 | -3 | -1 | 2 | 0.0 | 1
O=C(Cn1nc(-c2ccccc2)ccc1=O)NCCN1CCN(Cc2ccccc2)CC1 | -5 | -2 | -2 | -1.5 | -3 | -1 | 2 | -0.2 | 5
COc1ccc(N2CCN(C(=O)Nc3ccccc3Cl)CC2)cc1 | -8 | 1 | -4 | 3.2 | -4 | -2 | 1 | 0.2 | -3
COc1ccccc1CNC(=O)c1cc(-c2ccccc2C)nn1CC1CC(c2cccnc2)=NO1 (stereo unspecified) | 10 | x | 7 | 4.2 | -2 | x | -7 | 0.1 | x
COc1ccccc1NC(=O)Cn1ncc2c1-c1ccccc1OC2 | -8 | -10 | 4 | 2.2 | 2 | 2 | 9 | 0.2 | -1
CCc1ccccc1S(=O)(=O)Cc1ccc(C(=O)NCCc2ccccc2)o1 | 1 | 2 | -1 | -0.1 | -2 | -1 | 1 | -0.1 | -1
Cc1cc(C)nc(N2CCN(C(=O)CCC(=O)Nc3nnc(CC(C)C)s3)CC2)n1 | 7 | -9 | -5 | -0.4 | -5 | -1 | 2 | 0.1 | 3
Cc1sc(NC(=O)CSc2ncn(-c3ccccc3)n2)nc1-c1ccccc1 | -7 | 8 | -4 | 2.2 | 4 | 3 | 1 | 0.3 | 2
O=C(c1ccnc(Cl)c1)N1CCCC(Nc2ccc(F)cc2)C1 (stereo unspecified) | -4 | -1 | -2 | 4.4 | -2 | 2 | 8 | 0.2 | -1
O=c1c2ccccc2nc(SCc2nnc(-c3ccccc3)o2)n1-c1ccc(F)cc1F | -10 | 30 | 3 | 3.5 | 3 | -1 | 10 | 0.1 | 2
CCOCCOC(=O)COC(=O)c1ccccc1NC(=O)c1ccccc1 | -6 | 1 | 4 | 1.4 | 1 | -4 | 5 | -0.1 | -12
Cc1ccc(CNC(=O)CCSCc2ccccc2F)cc1 | -3 | -8 | 6 | 0.6 | 3 | -7 | 1 | -0.1 | 1
CCc1cc(C(=O)NNC(=S)NC(C)c2ccccc2)cs1 (stereo unspecified) | 12 | 1 | -15 | 2.5 | -3 | -1 | -16 | -0.1 | -1
COc1ccc(CCNC(=O)C2CC(=O)N(CCc3ccccc3)C2)cc1OC (stereo unspecified) | -1 | -1 | 5 | -0.4 | 2 | -2 | -7 | -0.1 | -2
CCNc1nc(Oc2ccc(C(=O)OCC)cc2)nc(SC)n1 | 0 | -1 | 4 | 2.6 | 3 | -4 | -4 | 0.1 | 1
Cc1cc(Br)ccc1OCCN1CCCC1 | 8 | 0 | -7 | 4.5 | -2 | -3 | 2 | 0.2 | -2
N#Cc1cc(C#N)c(SCC(=O)N2CC(=O)Nc3ccccc32)nc1N | -10 | x | -16 | 0.8 | 0 | x | -17 | 0.1 | x
COc1ccc(C(=O)NC(C(=O)NCc2ccccc2OC)C(C)C)cc1 (stereo unspecified) | -8 | 1 | 3 | 2.3 | -1 | 1 | 9 | -0.1 | 4
CCOc1ccccc1NC(=O)CN1CCCCCC1 | -3 | -12 | 10 | -0.3 | -4 | 4 | -10 | 0.2 | -1
CCC1(c2ccccc2)NC(=O)N(C)C1=O (stereo unspecified) | x | 5 | 0 | -0.8 | 0 | -3 | -6 | 0.0 | -3
Cc1cccc(-c2nc(C#N)c(NC3CCCCC3)o2)c1 | -1 | 2 | 3 | 4.0 | 2 | -1 | 1 | 0.0 | 7
CCCc1cc(C(=O)N2CCCN(C)CC2)cs1 | 0 | -1 | -4 | 1.1 | 1 | 2 | -3 | 0.0 | 0
Cn1c(CSCc2ccc(Cl)cc2)n[nH]c1=S | 9 | 0 | -3 | 4.6 | -1 | -1 | -11 | 0.1 | -3
Cc1ccc2c(c1)C1(OCCCO1)C(=O)N2CC(=O)NN | -18 | 2 | -1 | -1.4 | 0 | 4 | -4 | -0.2 | -1
O=C1CCC([N+](=O)[O-])C(c2ccccc2C(F)(F)F)N1 (stereo unspecified) | -1 | 4 | 1 | -0.8 | -4 | -1 | 0 | 0.0 | -5
COCCC(C(=O)Oc1c(C(C)(C)C)cc(C)cc1C(C)(C)C)c1ccccc1 (stereo unspecified) | 3 | x | 1 | 2.5 | -2 | x | 11 | 0.1 | x
CC(C)C(=O)Nc1cccnc1 | 9 | 2 | 1 | 2.6 | -13 | 3 | 2 | 0.3 | -2
Cc1oc(/C=N/NS(=O)(=O)c2ccccc2)cc1Br | 0 | -14 | -5 | -1.7 | -3 | -5 | -13 | -9.9 | 6
O=C(NCC(c1ccco1)N1CCCCC1)c1ccc2c(c1)S(=O)(=O)c1ccccc1C2=O (stereo unspecified) | -2 | 8 | 0 | 0.7 | 7 | 1 | -10 | 0.0 | 5
COc1cc(C(O)c2nc3ccccc3n2C(C)C)cc(OC)c1OC (stereo unspecified) | 33 | 7 | 5 | 2.0 | -6 | -1 | 2 | 0.2 | 1
O=c1c2sccc2nc(SCc2cc(=O)n3ccccc3n2)n1-c1ccc(Br)cc1 | -3 | 16 | 14 | 1.7 | 1 | 0 | -2 | -0.6 | -1

Other compounds:
SMILES | JMJD2C inh | HCV core dimer | proCasp3 act | PP5 inh | PP1 inh | TPT1 inh | procasp7 counter | Efflux pump inh | CTSL1 counter
Cc1cccc(-c2nnc(SC(C)C(=O)N3CCOCC3)o2)c1 (stereo unspecified) | -10 | -5 | -3 | -1.1 | 0 | -6 | 5 | -0.1 | -1
Cc1c(C)c(C)c(C(=O)C2CCN(c3ccc([N+](=O)[O-])cn3)CC2)c(C)c1C | 0 | 2 | -1 | 1.5 | -5 | -4 | 5 | -0.1 | -4
O=C(NC1C2CC3CC(C2)CC1C3)c1ccc2c(c1)OCO2 (stereo unspecified) | -5 | 4 | 7 | -1.1 | 0 | 6 | 6 | 0.2 | -4
Cc1cc(/C=C2\SC(=S)NC2=O)c(C)n1-c1ccccc1 | 2 | 8 | -13 | 2.1 | 0 | 73* | -13 | 0.2 | 1
O=C(/C=C/c1cc([N+](=O)[O-])ccc1OC(F)F)NCc1ccc(F)cc1 | 6 | -2 | 9 | 5.1 | -1 | 3 | 0 | -0.1 | -1
CCOC(=O)c1cnc2c(-c3ccc(Cl)cc3)cnn2c1C | -4 | 7 | -5 | 1.4 | -5 | -5 | 7 | -0.1 | -5
O=C1C=C(c2ccc(C(=O)O)cc2)C[C@@H](c2ccc(Cl)cc2)C1 | 1 | x | 3 | 1.2 | 1 | x | -4 | 0.2 | x
O=C(CCCn1c(=O)[nH]c2ccsc2c1=O)N1CCN(Cc2ccc3c(c2)OCO3)CC1 | -5&-20 | -48 | 6 | -2.0 | -5 | -3 | -4 | -0.3 | 5
CC(C)C[C@H]1CNC(=O)C(=O)N1C[C@H](C)NC(=O)Cc1ccccc1 | -11 | -9 | 5 | 1.6 | -4 | 0 | 1 | 0.1 | -1
CCc1ccc2oc(C(=O)N3CCN(c4ccccc4OC)CC3)cc(=O)c2c1 | 5 | 4 | 1 | 0.7 | -1 | 1 | 1 | 0.6 | 0

No enrichment for hits; any-hit rate near 2.9%.
